# Lipid storage S3 = qHTS Assay for Lipid Storage Modulators in Drosophila S3 Cells | lipid storage change, negative = inhibition, % at the top dose, mostly 46.1 µM; hits show Potency in µM | Drosophila S3 cells, BODIPY lipid droplet fluorescence, 18-24 h; cells fed with added oleic acid | AID 2685 | 320,000 compounds, 0.64% hits; active means well fitted inhibition curve with a large enough effect in the signal ratio, with a control signal flat, not every such curve was filed as active; inconclusive means small, poorly fitted or top-dose-only effect, or effect the other way, or a change in a side signal; the % refers to the signal ratio
#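 Laser-scanning cytometry quantifies lipid droplet accumulation (500–530 nm total intensity; droplet/cell object ratio) in oleic acid-fed (400 uM added) Drosophila S3 cells treated with a concentration series. 20 uM Triacsin C defined 100% inhibition.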
# Lipid storage S3 cell count max = further read-out of Lipid storage S3, marked with its call; cell number change, %; measured here: cell count max response;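 cells counted by Cell Tracker Red CMTPX staining in the red channel; peak over a dose series mostly up to 46.1 µM; percent activity relative to internal control wells on each plate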
# Starred values were filed as active, the others as inactive; i = inactive; ? = inconclusive; . = no result given; [ ] = dose if it differs, or a comment. On the % scale 0 is the no-effect control and ±100 the full control effect; potency means the concentration at half of the fitted maximal effect. This is a subset; rates above refer to the full screens.
SMILES,Lipid storage S3,Lipid storage S3 cell count max
CCOc1ccc(NS(=O)(=O)c2ccc3[nH]cc(C(=O)NCC4CCCO4)c(=O)c3c2)cc1 (centres undefined),6.6%,-0.1
CC(=O)c1c(C)[nH]c(C(=O)N2c3ccccc3CC2C)c1C (centres undefined),16.1%[9.22 µM],10.2
C/C(=N\NS(=O)(=O)c1ccc([N+](=O)[O-])cc1)c1cccs1,-13.9%,-3.3
CCN(CC)c1nc(-c2ccccc2)nc2ccccc12,-10.1%,-17.3
Cc1ccc(C)c(S(=O)(=O)N2CCN(C(=O)[C@@H]3CCCN3C(=O)c3cccs3)CC2)c1,14.5%,-3.8
CCOC(=O)C1=C(C)Nc2nc3ccccc3n2C1c1ccc(O)cc1 (centres undefined),?,.
CCNC(=O)Cn1cc(C#N)c2ccccc21,9.3%,-8.0
CCC1(c2ccc(F)cc2)NC(=O)N(CC(=O)NCc2ccc(C)cc2)C1=O (centres undefined),?,.
C=CCn1c(Cc2c[nH]c3ccccc23)nnc1SCC(=O)NCc1ccccc1,?,.
COc1ccc(NC(=O)CCNS(=O)(=O)c2ccc3c(c2)c(=O)n(C)c(=O)n3C)cc1,?,.
O=C(COC(=O)c1ccc(O)cc1O)NCCN1C(=O)CSC1=O,?,.
COc1ccc(CN2CC(C(=O)NCCCN3CCCC(C)C3)CC2=O)cc1 (centres undefined),i,-9.9
Cc1ccccc1CNC(=O)CCC(=O)N1CCOc2ccccc21,i,-0.3
CCN(CC1CCCN(CCc2cccc(OC)c2)C1)C(=O)c1ccc(COC)o1 (centres undefined),i,0.6
CC1CC(C)CN(CCCNC(=O)C2CCN(c3ncnc4c3sc3cccc(F)c34)CC2)C1 (centres undefined),?,.
N#Cc1nc(-c2cccc(Cl)c2)oc1NCc1cccnc1,?,.
COc1ccc(-c2[nH]ncc2CN2CCC(O)(c3ccc(Cl)cc3)CC2)cc1,?,.
O=C(COC(=O)c1nc(Cl)ccc1Cl)Nc1ccc(Cl)cn1,?,.
CCOC(=O)c1c(C)[nH]c(C)c1C(=O)COC(=O)c1cc2ccccc2cc1OC,?,.
CC(C(=O)N1CCCCC1)N1C(=O)c2ccccc2C1=O (centres undefined),i,4.0
O=C(C1=NN[C@@H]2C(=O)N(Cc3ccccc3)C(=O)[C@H]12)c1ccc(F)cc1,?,.
COc1ccc(OCC2NCCc3cc(OC)c(OC)cc32)cc1 (centres undefined),i,-6.0
COc1ccc(C(=O)NC(=S)Nc2ccc(Cc3ccncc3)cc2)cc1,?,.
Cc1ccc(S(=O)(=O)N2CCC(C(=O)NCCCn3ccnc3)CC2)cc1,?,.
CC1Cc2ccccc2N1C(=O)c1cnsn1 (centres undefined),?,.
COc1ccc(N2CCN(C(=O)COC(=O)c3c(-c4ccccc4)noc3C)CC2)cc1,4.2%,7.8
CCC(=O)Nc1cccc(-c2cnc3ccccc3n2)c1,?,.
Cc1ccc(C)c(SCC(=O)OC/C(O)=C(\C#N)c2nc3ccccc3[nH]2)c1,?,.
O=C(NCc1ccco1)/C(=C\C=C\c1ccccc1)NC(=O)c1ccccc1Br,4.5%,-14.5
COc1cccc(CNC(=O)CN2C(=O)COc3ccc(S(=O)(=O)N4CCCCC4)cc32)c1,?,.

# Exported field by field: entries from further up.
canonical_smiles: O=C(C1=NN[C@@H]2C(=O)N(Cc3ccccc3)C(=O)[C@H]12)c1ccc(F)cc1
- Lipid storage S3: ?
- Lipid storage S3 cell count max: .

canonical_smiles: COc1ccc(OCC2NCCc3cc(OC)c(OC)cc32)cc1 (centres undefined)
- Lipid storage S3: i
- Lipid storage S3 cell count max: -6.0

# The main list resumes; the 2 compounds before the break are reprinted first.
SMILES,Lipid storage S3,Lipid storage S3 cell count max
O=C(NCc1ccco1)/C(=C\C=C\c1ccccc1)NC(=O)c1ccccc1Br,4.5%,-14.5
COc1cccc(CNC(=O)CN2C(=O)COc3ccc(S(=O)(=O)N4CCCCC4)cc32)c1,?,.
O=C(Nc1cccc(-c2cnc3ccccc3n2)c1)c1ccccc1,10.4%,-0.3
Cc1cccc(C(CC(=O)O)n2cccc2)c1 (centres undefined),?,.
Cc1nc2c(cnn2-c2ccccc2Cl)c(=O)n1-c1ccc(C(C)C)cc1,?,.
COc1ccc(N=C(C)c2sc3ccccc3c2O)cc1,?,.
COc1ccc(-c2cc(=O)c3cc(O)ccc3o2)cc1,-7.9%,12.2
CCOC(=O)c1ccc(CSc2nnc(C)n2N)o1,?,.
COc1ccc(CCNC(=O)C2CCN(S(=O)(=O)c3cc(OC)ccc3OC)CC2)cc1,i,.
O=C1c2ccccc2NC(c2ccc(-c3ccc(Br)cc3)o2)N1O (centres undefined),1.7%,-28.6
O=c1oc(-c2cccs2)nc2ccc(Br)cc12,5.3%,-14.9
COc1ccc(NC(=O)c2sccc2OS(=O)(=O)N(C)C)cc1,10.3%,3.9
COc1cc(C)ccc1OCC(=O)Nc1ccccc1N1CCOCC1,?,.
CCOc1ccc(Nc2cc(C)nc3nc(C)nn23)cc1,10.3%,-3.5
O=C(CN1CCC(n2nnc3cc(C(F)(F)F)ccc32)CC1)NCc1cccs1,-2.8%,-18.7
Cn1c(=O)n(C)c2cc(NC(=O)c3ccc(F)cc3)c(Br)cc21,?,.
CCN(CC)c1ccc(S(=O)(=O)N2CCCCC2)cc1NC(=O)C1CSC2(C)CCC(=O)N12 (centres undefined),-1.0%,-2.0
CC1C/C(=C/c2ccccn2)C(=O)/C(=C/c2ccccn2)C1 (centres undefined),?,.
CN(C)/C=N/c1cc(=O)n(Cc2ccccc2)c(=O)n1C,21.1%,6.9
O=C(c1ccc(N2CCCC2=O)cc1)N1CCN(c2ccc(Cl)cc2)CC1,15.7%,6.0
Cc1ccc(/C=N/NC(=O)CNC(=O)c2ccc(S(=O)(=O)N(C)C)cc2)cc1,?,.
CCC(=O)Nc1nc2n(n1)C(c1ccc(OC)cc1)C=C(c1ccccc1)N2 (centres undefined),?,.
Cc1c(S(=O)(=O)Nc2ccc3c(c2)OCCO3)c(=O)n(C)c(=O)n1C,?,.
CCOc1ccc(C(=O)Nc2ccc(S(=O)(=O)Nc3nccc(C)n3)cc2)cc1OCC,-27.3%,-20.7
CC(=O)Nc1ccc(S(=O)(=O)Nc2nc3n(n2)C(c2ccccc2)CC(=O)N3)cc1 (centres undefined),?,.
Cc1ccc2oc(C(=O)N(Cc3ccncc3)CC3CCCO3)c(C)c2c1 (centres undefined),-3.0%,.
Cn1c(N)c(C(=O)COC(=O)c2cccnc2Cl)c(=O)n(C)c1=O,3.2%,5.5
O=C(C1CCC(=O)N(C2CC2)C1)N1CCC(Oc2cccc(C(F)(F)F)c2)CC1 (centres undefined),-28.3%,10.7
CN1CCN(c2ccc(Cl)cc2NC(=O)c2cc(=O)[nH]c3ccccc23)CC1,6.5%,2.1
CCOCC(=O)NCc1ccc2c(c1)cc(C)n2C,?,.
CC(=O)c1ccc(OCc2cc(C(=O)NC(C)c3cnn(C)c3)no2)cc1 (centres undefined),?,.
NC(=O)COc1ccccc1C(=O)O,?,.
CNC(=O)c1ccc(Nc2nnc(-c3ccc(C)c(S(=O)(=O)NCC4CCCO4)c3)c3ccccc23)cc1 (centres undefined),?,.
CN(C1CCCCC1)S(=O)(=O)c1ccc(S(=O)(=O)N2CCCC2)cc1,i,.
COc1cc2c(cc1OC)CN(c1ccc(F)cc1[N+](=O)[O-])CC2,?,.
O=C(C1CCC1)N(CCc1ccccc1)Cc1nc2ccccc2c(=O)[nH]1,?,.
CCCCCCCCNC(=S)NCCN1CCCCC1,?,.
Clc1cnc2nc(SC/C=C/c3ccccc3)[nH]c2c1,-0.9%,2.0
Cc1cc(OCC(=O)NCC2CCC(C(=O)O)CC2)c2c(C)cc(=O)oc2c1 (centres undefined),?,.
O=C(Cn1cnc2c(cnn2-c2ccc(F)cc2)c1=O)OCc1ccccc1,?,.
Cc1cccc(OCC(=O)Nc2ccc(NC(=O)c3ccccc3)cc2)c1,-2.7%,18.8
COc1ccc(CCCC(=O)N/N=C\c2cccs2)cc1,-5.2%,1.5
CC(=O)c1cccc(S(=O)(=O)NCC2CCCCC2)c1,9.1%,0.3
CN1C(=O)CC(NNC(=O)c2ccc(Cl)cc2)C1=O (centres undefined),4.3%,4.7
Cc1ccccc1-n1c(Cn2c(=O)sc3ccccc32)nnc1SCC(=O)Nc1nccs1,?,.
c1ccc(Cn2nnnc2C(c2cccs2)N2CCCCCC2)cc1 (centres undefined),-2.2%,1.9
CCc1nn(CCCC(=O)NCc2ccccc2Br)c(=O)c2cc3occc3n12,-17.9%,17.0
O=c1oc2cc(O)ccc2s1,-2.7%,0.3
CCOC(=O)C1ON2CCCCC2C1(O)C(F)(F)F (centres undefined),-4.6%,-4.2
CN(C(=O)CN1CCC(NC(=O)C2CCCCC2)CC1)C1CCCCC1,i,-1.0
CC(C)Oc1ccc(C2NC(=O)NC2=O)cc1 (centres undefined),?,.
CC1=C(C(=O)OC(C)C)C(C)C(C(=O)OC(C)C)=C(C)N1,?,.
COc1ccc(C)cc1N(CC(=O)Nc1ccc(S(=O)(=O)N2CCOCC2)cc1)S(C)(=O)=O,i,21.7
CN1CCN(NC(=S)Nc2ccccc2)CC1,-1.2%,5.3
Cc1ccc(NC(=S)N(CCN2CCCCC2)Cc2ccco2)cc1C,?,.
Cc1cccc(NC(=O)Cn2c(=O)n(CC3CCCO3)c(=O)c3ccccc32)c1 (centres undefined),13.0%,-3.2
CCOC(=O)C1CCCN(c2c(NCCCN3CCCC(C)C3)c(=O)c2=O)C1 (centres undefined),?,.
c1ccc2c(Nc3nc4c(s3)CCCC4)cccc2c1,-7.6%,-14.2
O=C(CNS(=O)(=O)c1ccc(Br)cc1)OCc1cc(=O)n2cc(Br)ccc2n1,?,.
Cc1coc2c(C)c3oc(=O)c(CCC(=O)N[C@@H](C)C(=O)N[C@@H](Cc4ccccc4)C(=O)O)c(C)c3cc12,2.8%,2.9
Cc1ccc(S(=O)(=O)NC(=O)c2ccccc2C)cc1,?,.
COc1cccc(Oc2cn[nH]c2-c2ccc(O)cc2O)c1,i,.

# Later entries:
SMILES,Lipid storage S3,Lipid storage S3 cell count max
CCCCn1c(SCC(=O)N2CC(=O)Nc3ccccc32)nnc1-c1ccoc1C,i,.
Cc1ccc(-c2nn(-c3ccccc3)cc2C(=O)NN2CCN(C)CC2)cc1,-11.7%,18.3
CC1CCC(NC(=O)CCCn2sc3ccccc3c2=O)CC1 (centres undefined),23.1%,26.3
COc1cc(OC)c(C(=O)Nc2cccc3ccccc23)cc1OC,?,.
CCNc1nc(NCC)nc(OCCNS(=O)(=O)c2cc(C)ccc2C)n1,?,.
Cc1csc(N/N=C/c2c(F)cccc2Cl)n1,?,.
CCN(CC)S(=O)(=O)c1ccc(NC(=O)c2ccccc2N(C)S(C)(=O)=O)cc1,?,.
COCCCn1c2nc3ccccc3nc2c2c(=O)n(-c3ccccc3OC)cnc21,?,.
Cc1ccc(S(=O)(=O)NCCNC(=O)CN2CCOCC2)cc1,-3.5%,-15.8
CC1CCCCC1NC(=O)COC(=O)COc1ccc(Cl)cc1 (centres undefined),?,.
COCCN(CC(=O)NC1CCCCC1)C(=O)c1csnn1,-17.9%,7.0
C/C(CCN1CCCCc2nc(C)c(C)cc21)=N\OC[C@@H](O)[C@H]1O[C@@H]2OC(C)(C)O[C@@H]2[C@H]1O,-0.9%,-7.1
CC(=O)N/C(N)=N/c1nc(=O)c2ccccc2s1,-12.1%,8.8
COc1ccc(/C(O)=C2/C(=O)C(=O)N(CCN(C)C)C2c2cccnc2)cc1OC (centres undefined),?,.
Cc1ccc(C)c(S(=O)(=O)Nc2cccc(-n3cnnn3)c2)c1,?,.

# Single records, from the list above. Order of screens: Lipid storage S3, Lipid storage S3 cell count max
# `CCCCn1c(SCC(=O)N2CC(=O)Nc3ccccc32)nnc1-c1ccoc1C` is entered as i, .
# `CC1CCC(NC(=O)CCCn2sc3ccccc3c2=O)CC1` (centres undefined) is entered as 23.1%, 26.3

# (cont.)
SMILES,Lipid storage S3,Lipid storage S3 cell count max
O=C(COc1ccccc1)Nc1nn[nH]n1,?,.
COc1cc(SC)ccc1C(=O)NCCOc1c(C)cc(C)cc1C,?,.
COc1cccc(-c2nc(S(=O)(=O)c3ccccc3)c(N3CCOCC3)o2)c1,?,.
CC(=O)c1ccc(NC(=O)c2cc(CC(C)C)nc3ccccc23)cc1,i,.
Cc1c(/C=N/NC(=O)COc2ccccc2[N+](=O)[O-])c2ccccc2n1C,?,.
CCC(=O)Nc1c(S(=O)(=O)c2ccccc2)c2nc3ccccc3nc2n1Cc1ccccc1,?,.
NC(=O)c1ccc(NC(=O)COC(=O)C2(c3ccccc3F)CCCC2)cc1,?,.
C=C1CSc2nc(=O)c3c4c(sc3n21)CCCC4,13.9%,-7.6
CCOC(=O)c1c(C)[nH]c(C(=O)COC(=O)c2ccccc2NC(=O)c2ccco2)c1C,?,.
CCC(Sc1nc2cc(OC)c(OC)cc2c(=O)n1CCc1ccc(OC)c(OC)c1)C(=O)NCCOC (centres undefined),5.8%,.
Cc1sc2nc(CSCC(=O)NC3(C#N)CCCCC3)[nH]c(=O)c2c1C,i,-1.8
O=C(CS(=O)(=O)c1ccccc1)Nc1ccc(Cl)cn1,12.0%,5.7
CC(C)(C)C(=O)O/N=C(\N)c1ccc(Oc2cc(Cl)cc(Cl)c2)c([N+](=O)[O-])c1,?,.
COc1cc2c(cc1OC)-c1nnc(-c3cccs3)n1C1(CCCC1)C2,?,.
O=C(OCc1nc2ccccc2s1)[C@@H]1CCCN1S(=O)(=O)c1ccccc1F,?,.

# Screening data from PubChem BioAssay.
